Mcl1 Bid PPI: Mcl-1/Bid interaction inhibition; Q07820; TR-FRET Mcl-1/Bid-Dy647 peptide binding, 1536-well; inhibition, % at 21.7 µM; 220,000 compounds, 0.97% hits;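 active = compounds that cut the binding signal by more than half at the single screening dose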;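 note: His-tagged Mcl-1 with europium anti-His antibody binding Bid BH3 peptide; 0% = Mcl-1 plus peptide wells and 100% = peptide-only wells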
Target sequence (Q07820 whole entry, looked up): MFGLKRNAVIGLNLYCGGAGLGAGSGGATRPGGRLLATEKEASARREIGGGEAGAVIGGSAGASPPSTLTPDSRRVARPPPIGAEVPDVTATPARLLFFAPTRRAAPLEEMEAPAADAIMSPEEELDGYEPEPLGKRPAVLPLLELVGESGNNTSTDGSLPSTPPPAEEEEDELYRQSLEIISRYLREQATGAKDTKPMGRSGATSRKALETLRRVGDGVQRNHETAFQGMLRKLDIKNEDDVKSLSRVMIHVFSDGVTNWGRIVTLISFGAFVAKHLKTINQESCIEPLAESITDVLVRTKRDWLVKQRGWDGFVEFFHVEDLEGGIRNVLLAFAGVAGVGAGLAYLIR
Bim-Mcl-1: human Bim-Mcl-1 interaction inhibition; Q07820; Bead-based flow cytometry, Bim peptide-Mcl-1 binding; inhibition, % at 10 µM; 190,000 compounds, 0.1% hits;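 note: 0% = no compound tracer wells and 100% = peptide blocker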
Bim-Bcl-2: inhibitors of Bim-Bcl-2 interaction, human; inhibition, % at 10 µM; 190,000 compounds, 0.06% hits; AID 950; Bead-based flow cytometry, Bim peptide-Bcl-2 binding; in the data active = inhibition above about 40%; inconclusive = no clear call, values can overlap the other calls;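 note: 0% = no compound wells with probe peptide and 100% = reference peptide inhibitor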
Target sequence (P10415 whole entry, looked up): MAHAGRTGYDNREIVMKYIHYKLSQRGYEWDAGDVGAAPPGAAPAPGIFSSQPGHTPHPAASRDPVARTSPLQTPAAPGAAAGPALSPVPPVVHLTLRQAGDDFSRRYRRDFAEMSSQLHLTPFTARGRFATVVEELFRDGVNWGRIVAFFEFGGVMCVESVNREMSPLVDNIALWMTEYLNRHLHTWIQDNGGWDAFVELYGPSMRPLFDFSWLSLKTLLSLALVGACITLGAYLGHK
Bcl-B Bim block: disrupts Bim peptide binding to human Bcl-B | Q9HD36 | bead-based flow cytometry | inhibition, % at 10 µM | 190,000 compounds, 0.073% hits | AID 951;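 note: 0% = tracer peptide without compound and 100% = reference inhibitor peptide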
Bcl-XL Bim block: inhibitors of Bim-Bcl-XL interaction, human. AID 1007. Q07817. Bim peptide-Bcl-XL binding, bead flow cytometry, fluorescence. 190,000 compounds, 0.04% hits. inhibition, % at 10 µM
Target sequence (Q07817 whole entry, looked up): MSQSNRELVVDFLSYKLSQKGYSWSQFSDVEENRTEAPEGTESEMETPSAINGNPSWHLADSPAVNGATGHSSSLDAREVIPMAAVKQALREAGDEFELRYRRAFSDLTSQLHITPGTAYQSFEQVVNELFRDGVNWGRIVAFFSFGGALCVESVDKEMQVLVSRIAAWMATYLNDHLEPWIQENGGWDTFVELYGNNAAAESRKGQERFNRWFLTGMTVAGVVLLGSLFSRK
RGS8-Gao reg: human RGS8-Galphao interaction regulation; response (percent of control binding), % at 10 µM; 220,000 compounds, 0.34% hits; multiplexed bead flow cytometry, RGS8-Galphao binding; actives lie on both sides; in the data active = response below about 60% or above about 140%; inactive = in between;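 note: Galphao activated as the GDP aluminium fluoride complex binding bead-coupled RGS8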
Bfl-1 Bim block: disrupts Bim binding to human Bfl-1 | Q16548 | Bead-based flow cytometry, Bim-Bfl-1 binding inhibition | inhibition, % at 10 µM | 190,000 compounds, 0.12% hits | AID 1008;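 note: 0% = wells without compound plus tracer and 100% = blocker peptide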
Mcl1 Noxa PPI: Mcl-1/Noxa interaction inhibition | TR-FRET Mcl-1/Noxa peptide binding, 2 h | inhibition, % at 21.7 µM | 220,000 compounds, 1.5% hits;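 active = compounds that cut the protein-peptide binding signal by more than 50% relative to plate controls in a single-dose test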;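 note: His-tagged Mcl-1 with rhodamine Noxa BH3 peptide and terbium anti-His antibody; 0% = Mcl-1 plus Noxa peptide wells and 100% = peptide-only wells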
RGS7-Gao: human RGS7-Galphao interaction regulation. P09471. Multiplexed bead flow cytometry, RGS7-Galphao binding; actives lie on both sides. binding response (% of control), % at 10 µM. 220,000 compounds, 0.35% hits. AID 1439; in the data active = binding response below about 49% or above about 150%; inconclusive = no clear call, values can overlap the other calls; inactive = in between;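 note: fluorescent Galphao held in activated GDP-AlF4 state binding bead-coupled RGS7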
RGS4-Gao reg: human RGS4-Galphao interaction regulation. P09471. Multiplexed bead flow cytometry, RGS4-Galphao binding; actives lie on both sides. binding response (% of control), % at 10 µM. 220,000 compounds, 0.33% hits. AID 1415; in the data active = binding response below about 49% or above about 150%; inactive = in between;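 note: fluorescent Galphao activated with aluminum fluoride binding bead-coupled RGS4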
Bcl-W Bim block: inhibitors of Bim-Bcl-W interaction, human | bead-based flow cytometry, Bim peptide-Bcl-W binding | inhibition, % at 10 µM | 190,000 compounds, 0.02% hits | AID 952;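 note: 0% = bound tracer without compound and 100% = peptide blocker; higher means less fluorescent Bim peptide bound to Bcl-W beads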
Target sequence (Q92843 whole entry, looked up): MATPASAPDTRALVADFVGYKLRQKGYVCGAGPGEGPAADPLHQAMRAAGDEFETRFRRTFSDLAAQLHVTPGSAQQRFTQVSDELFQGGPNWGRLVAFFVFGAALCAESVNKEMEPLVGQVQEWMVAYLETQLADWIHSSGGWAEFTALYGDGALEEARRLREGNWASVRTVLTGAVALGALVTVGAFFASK
* hit, by the source's call; ? = inconclusive; . = no result given. Cut-off read from the data, not from the text of the source, unless noted: active = inhibition above about 40%. Hits appear at their usual frequency, and some 2.7% of all compounds hit somewhere here.

item	Mcl1 Noxa PPI	Bcl-B Bim block	RGS4-Gao reg	Bim-Mcl-1	Bcl-W Bim block	RGS8-Gao reg	Bfl-1 Bim block	Bcl-XL Bim block	Mcl1 Bid PPI	Bim-Bcl-2	RGS7-Gao	structure
1	5.6	.	105.5	.	.	104.4	.	.	-8.0	.	?	O=C(c1ccc(F)cc1F)C1CCN(c2ccc([N+](=O)[O-])cn2)CC1
2	-21.1	-6.0	99.5	-1.0	0.0	101.4	-5.0	-1.0	-9.1	-8.0	101.8	Cc1c(NC(=O)COC(=O)Cc2ccc(Cl)cc2)c(=O)n(-c2ccccc2)n1C
3	14.6	-5.0	99.5	-1.0	0.0	103.1	-18.0	-7.0	-17.1	-10.0	96.5	NNc1nc2c(F)cc(F)cc2s1
4	-26.2	-1.0	98.7	-1.0	2.0	101.4	3.0	0.0	-35.8	1.0	103.3	O=C(CNC(=O)Cc1ccccc1)NCC(=O)OCC(=O)c1ccccc1Cl
5	-14.9	4.0	69.4	4.0	3.0	94.3	1.0	2.0	-36.3	3.0	86.3	COc1ccc(C(=O)n2nc(-c3ccccc3)nc2SC)cc1
6	-7.5	-6.0	102.4	1.0	1.0	102.2	-10.0	-3.0	-19.1	-2.0	104.2	COc1ccc(NC(=O)CSc2c(C)n[nH]c2C)cc1
7	-54.3	-8.0	102.4	-4.0	0.0	103.5	6.0	-3.0	-122.8	-3.0	98.6	CCCCC(=O)Nc1ccc(C(=O)NNC(=S)NC(=O)c2cccs2)cc1
8	-0.7	18.0	92.8	21.0	16.0	96.6	28.0	28.0	-8.1	21.0	91.5	COc1ccc(/C=N/Nc2ccc(C(F)(F)F)cc2[N+](=O)[O-])cc1
9	39.3	-1.0	99.8	0.0	1.0	100.5	-5.0	-1.0	-30.5	5.0	96.2	Cc1oc2cc(O)ccc2c(=O)c1-c1nncn1-c1ccccc1
10	-5.2	-13.0	102.3	-2.0	-4.0	102.4	-6.0	-2.0	-44.6	-2.0	99.6	Cc1cccc(NC(=S)N2CCN(c3ccccc3)CC2)c1
11	7.7	-3.0	91.6	-2.0	-3.0	105.0	0.0	0.0	-14.4	0.0	94.5	CCOc1ccc(NC(=S)NC(C)c2cccs2)cc1 (centres undefined)
12	-10.7	-1.0	100.3	-3.0	0.0	105.2	-2.0	2.0	-0.4	-2.0	103.3	O=C1c2ccccc2C(=O)N1OCc1ccc(Cl)cc1
13	6.0	-4.0	91.8	-5.0	-3.0	95.5	-6.0	-3.0	-11.3	-1.0	89.0	CCCCC(=O)OCC(=O)Nc1ccc(C)c(F)c1
14	10.1	-8.0	99.2	-4.0	-4.0	98.1	-6.0	-2.0	-11.6	-4.0	98.5	Nc1nc(-c2cccnc2)nn1C(=O)c1ccccc1Cl
15	10.3	.	101.9	.	.	99.6	.	.	-41.4	.	?	O=C(CN1c2ccccc2Sc2ccccc21)NNC(=O)Nc1ccc(Cl)c(Cl)c1
16	4.8	-2.0	97.9	-2.0	-3.0	98.2	0.0	-1.0	-13.6	-2.0	95.9	COc1ccc(Cl)cc1C(=O)NCC#N
17	6.5	1.0	97.5	1.0	0.0	93.8	1.0	-8.0	27.2	-2.0	106.3	CCc1nc(OCCN(C)C)c2oc3ccccc3c2n1
18	11.7	-7.0	99.6	-3.0	1.0	97.1	-3.0	0.0	-20.7	-3.0	99.0	Cc1ccc2nc(Cn3cc(C(F)(F)F)cc(Cl)c3=O)cc(=O)n2c1
19	5.0	0.0	99.7	5.0	4.0	99.4	2.0	3.0	-4.2	-1.0	100.3	O=C(NCc1ccncc1)C(=O)NCc1ccncc1
20	7.3	-5.0	102.0	-3.0	0.0	103.4	-5.0	-5.0	-29.7	-5.0	?	CC(NC(=O)COc1ccc(N(C)S(=O)(=O)c2ccccc2)cc1)c1ccccc1 (centres undefined)

Three compounds out of the list, sorted by number of heavy atoms, high to low.
item	Mcl1 Noxa PPI	Bcl-B Bim block	RGS4-Gao reg	Bim-Mcl-1	Bcl-W Bim block	RGS8-Gao reg	Bfl-1 Bim block	Bcl-XL Bim block	Mcl1 Bid PPI	Bim-Bcl-2	RGS7-Gao	structure
20	7.3	-5.0	102.0	-3.0	0.0	103.4	-5.0	-5.0	-29.7	-5.0	?	CC(NC(=O)COc1ccc(N(C)S(=O)(=O)c2ccccc2)cc1)c1ccccc1 (centres undefined)
8	-0.7	18.0	92.8	21.0	16.0	96.6	28.0	28.0	-8.1	21.0	91.5	COc1ccc(/C=N/Nc2ccc(C(F)(F)F)cc2[N+](=O)[O-])cc1
12	-10.7	-1.0	100.3	-3.0	0.0	105.2	-2.0	2.0	-0.4	-2.0	103.3	O=C1c2ccccc2C(=O)N1OCc1ccc(Cl)cc1

Going on with the list:
item	Mcl1 Noxa PPI	Bcl-B Bim block	RGS4-Gao reg	Bim-Mcl-1	Bcl-W Bim block	RGS8-Gao reg	Bfl-1 Bim block	Bcl-XL Bim block	Mcl1 Bid PPI	Bim-Bcl-2	RGS7-Gao	structure
21	8.4	-8.0	100.1	-1.0	1.0	98.3	-11.0	-4.0	-7.8	-8.0	98.7	CC(C)c1nc(SCC(=O)N2CCOCC2)c2c(=O)n(C)c(=O)n(C)c2n1
22	-114.0	-4.0	104.0	0.0	-1.0	101.8	-6.0	0.0	-74.6	-3.0	102.3	C=CCn1c(SCC(=O)Nc2ccc(C(=O)OCC)cc2)nnc1-c1cccs1
23	-3.2	.	101.3	.	.	101.1	.	.	-67.4	.	?	N/C(CC(=O)NC1CCCCC1)=N\OCC(=O)Nc1ccc(Cl)c(Cl)c1
24	6.9	-4.0	97.3	-2.0	0.0	100.0	-9.0	1.0	-38.5	-8.0	94.9	COc1ccc(OC)c(C2=NOC(C(=O)NCc3ccccn3)C2)c1 (centres undefined)
25	6.0	-4.0	101.8	-3.0	-3.0	99.3	-4.0	-5.0	-7.9	-6.0	96.1	O=C(Oc1cccc(N2C(=O)CCC2=O)c1)C1CC(=O)N(c2ccc(F)cc2)C1 (centres undefined)
26	7.4	.	91.3	.	.	97.0	.	.	-6.2	.	?	O=C(NN(CC(O)COc1ccccc1)CC(O)COc1ccccc1)c1ccccc1 (centres undefined)
27	-2.5	-9.0	100.2	-1.0	0.0	100.2	-7.0	-3.0	-18.7	-4.0	104.0	CCOC(=O)C1=C(C)OC(N)=C(C#N)C1C1CCCCC1 (centres undefined)
28	-11.5	3.0	102.4	30.0	19.0	99.0	-2.0	3.0	-5.3	2.0	100.0	COC(=O)c1ccc(C(=O)OC)c(NC(=O)COC(=O)C2CCCCC2)c1
29	-0.3	-10.0	100.1	0.0	1.0	100.5	3.0	1.0	-31.1	2.0	95.0	Cc1cccc(NC(=S)N2CCC(c3nc4ccccc4o3)CC2)c1
30	18.3	-2.0	.	-2.0	0.0	.	-1.0	-4.0	-2.4	-2.0	.	Cc1ccc(C2=NC3(CCCC3)N=C2SCC(=O)Nc2ccc3c(c2)OCCO3)cc1
31	-5.3	-6.0	101.7	-1.0	-1.0	101.0	-10.0	0.0	-3.2	-7.0	98.0	CC1=C(C(=O)NCCCOC(C)C)C2(CCC(C)CC2)OC1=O (centres undefined)
32	.	-13.0	95.6	-3.0	-3.0	90.7	-12.0	-1.0	5.5	-13.0	103.0	CCOC(=O)CSc1nnc(NC(=O)c2cccc(S(=O)(=O)N3CCCC3)c2)s1
33	15.2	-2.0	102.0	3.0	-1.0	100.1	-6.0	0.0	-2.2	1.0	100.2	O=C1c2ccccc2C(=O)N1CCCCSc1nnnn1-c1ccccc1
34	-3.4	-1.0	93.7	-2.0	-3.0	95.4	-5.0	-2.0	-39.5	-1.0	83.6	COc1ccc(NC(=S)N2CCN(C(c3ccccc3)c3ccccc3)CC2)c(OC)c1
35	8.1	-3.0	87.9	-4.0	-5.0	95.0	-5.0	-4.0	-40.9	-10.0	90.1	COCCNC(=O)C1CCN(S(=O)(=O)c2ccccc2)CC1
36	-0.1	-3.0	97.8	-3.0	-3.0	102.8	-4.0	-4.0	-30.8	-1.0	101.3	COc1ccc(OC)c(NC(=S)NCC(c2cccnc2)N2CCOCC2)c1 (centres undefined)
37	7.0	-7.0	118.4	0.0	0.0	107.7	-9.0	0.0	-24.8	-5.0	104.0	COC(=O)C1Sc2[nH]c(=O)sc2C2c3ccccc3OC(=O)C12 (centres undefined)
38	24.6	-3.0	98.9	0.0	-1.0	100.3	-4.0	-2.0	-14.1	0.0	?	COc1ccccc1NC(=O)c1ccc(-n2cccn2)c([N+](=O)[O-])c1
39	24.1	1.0	98.1	-1.0	0.0	90.7	4.0	0.0	-4.8	0.0	91.4	CCN(CC)CCCNC1CCS(=O)(=O)C1 (centres undefined)
40	26.7	-5.0	61.7	2.0	4.0	74.6	-8.0	0.0	1.1	2.0	60.4	Cc1cc(Cl)ccc1NC(=O)CCCN1C(=O)CCC1=O

item	Mcl1 Noxa PPI	Bcl-B Bim block	RGS4-Gao reg	Bim-Mcl-1	Bcl-W Bim block	RGS8-Gao reg	Bfl-1 Bim block	Bcl-XL Bim block	Mcl1 Bid PPI	Bim-Bcl-2	RGS7-Gao	structure
41	7.7	-1.0	98.7	-2.0	-3.0	96.6	0.0	0.0	-14.5	-2.0	99.9	O=C(O)c1cnn2c1NC(c1ccc(F)cc1)CC2C(F)(F)F (centres undefined)
42	4.8	-10.0	95.5	0.0	3.0	95.8	-7.0	-2.0	-26.5	-5.0	89.2	O=C(CSc1nnc(-c2cccs2)n1-c1ccccc1)N1CCN(C(=O)c2ccco2)CC1
43	23.5	2.0	103.2	0.0	0.0	104.3	6.0	-1.0	-0.2	0.0	109.9	CCOc1ccc(N2C(=O)C(CC(=O)Nc3ccccc3)N(Cc3ccccn3)C2=S)cc1 (centres undefined)
44	28.7	-6.0	102.3	-1.0	1.0	99.7	-8.0	-3.0	-43.8	-5.0	103.1	O=C(CN1C(=O)CSC1=O)Nc1ccc(N2CCOCC2)cc1
45	11.7	-5.0	100.2	-1.0	2.0	99.7	-4.0	-1.0	-6.9	0.0	101.7	CC(=O)c1cccc(NC(=O)c2ccc(OC3CSC3)cc2)c1
46	23.3	-7.0	99.8	-1.0	0.0	101.2	-10.0	-3.0	-5.9	-9.0	102.0	CC(C)(C)c1ccc(C(=O)N2CCN(c3nc4ccccc4o3)CC2)cc1
47	15.6	-2.0	93.9	-5.0	-7.0	87.9	-5.0	-6.0	19.4	-10.0	92.7	Cc1ccc(C)c(N2CCN(S(=O)(=O)c3c(C)noc3/C=C/N(C)C)CC2)c1

Quoted from the listing:
no. 45 in Bim-Mcl-1 is entered as -1.0
no. 44 in RGS8-Gao reg is entered as 99.7
no. 43 in Bfl-1 Bim block is entered as 6.0

Source: PubChem BioAssay
